From PubChem BioAssay
SIAE primary = human SIAE inhibitors, primary screen, biochemical, fluorescence polarization, FP-Rh probe, 1536-well HTS | inhibition, % at 9.66 µM | actives 0.69% (n = 370,000) | SIAE FP-Rh probe binding | Sialate O-acetylesterase (Homo sapiens), Q9HAT2;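 active means inhibition above a cutoff: mean of compounds within the control limits plus 3 SD of those, cut at about 17% in these data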;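 further: 0% = plate median of compound wells and 100% = probe without SIAE protein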
Target sequence (Q9HAT2 whole entry, looked up): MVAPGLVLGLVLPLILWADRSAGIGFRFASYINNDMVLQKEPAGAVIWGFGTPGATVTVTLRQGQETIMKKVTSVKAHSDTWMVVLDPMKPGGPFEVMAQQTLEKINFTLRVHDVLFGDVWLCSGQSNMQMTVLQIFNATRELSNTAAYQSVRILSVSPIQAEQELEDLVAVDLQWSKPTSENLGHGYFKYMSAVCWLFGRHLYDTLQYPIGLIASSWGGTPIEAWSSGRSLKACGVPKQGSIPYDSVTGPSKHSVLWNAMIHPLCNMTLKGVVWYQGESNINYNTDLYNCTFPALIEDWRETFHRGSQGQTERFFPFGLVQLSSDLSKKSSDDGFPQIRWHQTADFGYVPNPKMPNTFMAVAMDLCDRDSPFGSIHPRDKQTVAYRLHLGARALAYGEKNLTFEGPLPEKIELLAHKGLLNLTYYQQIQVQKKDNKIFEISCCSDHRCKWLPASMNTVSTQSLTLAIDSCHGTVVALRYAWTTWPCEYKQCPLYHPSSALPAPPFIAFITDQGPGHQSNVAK
MBD2 inh = inhibitors of MBD2 binding to methylated DNA, primary screen, biochemical, TR-FRET, DNA-binding domain, human | Methyl-CpG-binding domain protein 2 (Homo sapiens), Q9UBB5 | inhibition, % at 4.4 µM | actives 0.31% (n = 370,000) | MBD2 binding to methylated oligonucleotide; in the data active means inhibition above about 13%
Target sequence (Q9UBB5 whole entry, looked up, the tested form may be a part): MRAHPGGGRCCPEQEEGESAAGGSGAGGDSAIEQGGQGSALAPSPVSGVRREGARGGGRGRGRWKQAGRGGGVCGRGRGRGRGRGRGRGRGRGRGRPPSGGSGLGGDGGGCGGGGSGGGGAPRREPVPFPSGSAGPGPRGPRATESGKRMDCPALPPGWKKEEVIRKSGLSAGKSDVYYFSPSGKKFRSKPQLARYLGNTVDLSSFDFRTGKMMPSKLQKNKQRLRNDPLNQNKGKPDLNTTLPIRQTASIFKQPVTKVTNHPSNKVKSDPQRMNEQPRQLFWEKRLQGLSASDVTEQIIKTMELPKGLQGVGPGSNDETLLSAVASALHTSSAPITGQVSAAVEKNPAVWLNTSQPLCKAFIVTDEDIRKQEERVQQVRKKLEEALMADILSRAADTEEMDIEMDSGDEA
UHRF1 binding = UHRF1 methylated DNA binding inhibitors, primary screen, counter-screen for MBD2 inhibitor project, biochemical, TR-FRET, human UHRF1, single concentration; AID 687016, 2013; inhibition, % at 4.4 µM; UHRF1 binding to methylated oligo; actives 0.75% (n = 370,000); in the data active means inhibition above about 21%;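 further: UHRF1 SRA domain binding a hemimethylated CpG hairpin DNA probe; 0% = median of test compound wells and 100% = reference inhibitor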
rCAG RNA binder = binders of r(CAG) RNA repeats, primary screen, biochemical, fluorescence; actives 1.3% (n = 370,000); inhibition, % at 3 µM; r(CAG) RNA repeat, TO-PRO-1 dye displacement fluorescence;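 active means inhibition above the plate cutoff, the mean of all test compounds on that plate plus 3 SD, cut at about 35% in these data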;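 further: 0% = DMSO alone and 100% = 100 µM mitoxantrone as full dye displacement; higher means more dye released from RNA so lower well fluorescence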
NPR1 activator = GC-A stimulated cGMP production enhancers – HEK293 GC-A cells, cGMP TR-FRET, EC30 ANP, primary screen; actives 0.14% (n = 370,000); AID 1671463, 2021; activation, % at 10 µM; 0% at EC30 ANP, 100% saturating ANP; in the data active means activation above about 40%
mABHD4 FP = ABHD4 inhibitors, primary screen, biochemical, fluorescence polarization, mouse; AID 720543, 2013; inhibition, % at 8.92 µM; purified mABHD4, FP-Rh probe fluorescence polarization; actives 0.54% (n = 370,000); (Lyso)-N-acylphosphatidylethanolamine lipase (Mus musculus), Q8VD66;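 active means inhibition exceeding the mean over every tested compound plus 3 SD, cut at about 30% in these data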;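 further: 0% = plate median of compound wells and 100% = S159A mutant with DMSO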
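Assay system: Wild-type mouse ABHD4 protein | Medium: HEPES pH 7.0 buffer, 150 mM NaCl, 0.01% Pluronic F-127 | Incubation: Enzyme–compound pre-incubation 45 min, then probe 60 min, both 25 °C | Technique: Fluorescence polarization with parallel and perpendicular emission, 525/598 nm | Evaluation: % inhibition of FP-Rh probe binding versus controls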
TCR-CD3 inh = inhibitors of human TCR-CD3 interaction, primary screen, biochemical, fluorescence, TAMRA-labeled TCR probe. actives 0.37% (n = 360,000). T-cell receptor (TCR). inhibition, % at 9.4 µM; in the data active means inhibition above about 19%;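 further: recombinant mutant TCR 2C K166C tagged with TAMRA read by polarization; 0% = receptor in buffer alone and 100% = receptor with positive control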
HTRA1 inhibitor = HTRA1 serine protease inhibitors, primary screen, biochemical, fluorescence polarization, HTS | Q92743 | recombinant HTRA1, FP-rhodamine activity-based probe | inhibition, % at 5.96 µM | actives 0.5% (n = 340,000); in the data active means inhibition above about 36%;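 further: 0% = enzyme with DMSO and 100% = wells lacking enzyme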
PRMT1 FP inh = PRMT1 methyltransferase inhibitors, primary screen, biochemical, fluorescence polarization. AID 652257, 2013. inhibition, % at 2.79 µM. actives 1.3% (n = 370,000). recombinant PRMT1, activity-based probe fluorescence polarization. Protein arginine N-methyltransferase 1 (Homo sapiens), Q99873;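 active means inhibition above about 21% made by adding two undisclosed values, limit read from the data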
NPR2 activator = human GC-B receptor activators, primary screen, HEK293 GC-B cells, cGMP TR-FRET, EC30 CNP | 0% at EC30 CNP, 100% saturating CNP | activation, % at 10 µM | actives 0.11% (n = 370,000) | AID 1920062, 2024;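 active means activation at 10 µM reaching about 35% in either raw or pattern-adjusted values, limit read from the data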
Starred values were filed as active, the others as inactive; · = no result given. A portion of the library; the hit share may differ from the screen's.

Sample of the layout (4 entries):
SMILES	SIAE primary	MBD2 inh	UHRF1 binding	rCAG RNA binder	NPR1 activator	mABHD4 FP	TCR-CD3 inh	HTRA1 inhibitor	PRMT1 FP inh	NPR2 activator
Nc1nonc1-c1nc2ccccc2n1CC(=O)N1CCCCC1	-1	4	5	2	1	-4	-3	8	-3	3
COc1ccc(OC)c(C(=O)c2ccc(Cl)cc2)c1	4	7	13	-3	5	-1	3	-1	0	7
COc1cc(/C=N/N2CCN(Cc3ccc(Cl)cc3)CC2)cc(Br)c1O	5	4	-3	0	-6	6	7	-3	3	-1
CC(=O)Nc1cccc(C(=O)N2CCN(S(=O)(=O)c3ccc4ccccc4c3)CC2)c1	-7	13	2	-1	-57	-6	-4	-1	6	-12

All compounds of this part, from the start:
SMILES	SIAE primary	MBD2 inh	UHRF1 binding	rCAG RNA binder	NPR1 activator	mABHD4 FP	TCR-CD3 inh	HTRA1 inhibitor	PRMT1 FP inh	NPR2 activator
Nc1nonc1-c1nc2ccccc2n1CC(=O)N1CCCCC1	-1	4	5	2	1	-4	-3	8	-3	3
COc1ccc(OC)c(C(=O)c2ccc(Cl)cc2)c1	4	7	13	-3	5	-1	3	-1	0	7
COc1cc(/C=N/N2CCN(Cc3ccc(Cl)cc3)CC2)cc(Br)c1O	5	4	-3	0	-6	6	7	-3	3	-1
CC(=O)Nc1cccc(C(=O)N2CCN(S(=O)(=O)c3ccc4ccccc4c3)CC2)c1	-7	13	2	-1	-57	-6	-4	-1	6	-12
Cc1ccc(C)n1-c1ncc(Br)cn1	-2	2	-1	1	2	5	-3	9	4	2
Cc1ccc(CSCC(=O)Nc2ccc(F)cc2)cc1	4	-1	-1	-2	1	-4	5	-5	4	1
COc1ccc(OCCN2CCN(S(=O)(=O)c3ccccc3C(F)(F)F)CC2)cc1	1	-3	0	2	-1	3	2	-11	2	0
CC1CC(N(C(=O)c2ccccc2Cl)c2ccccc2)c2ccccc2N1 (stereo not given)	-1	-4	3	-1	-5	-2	-6	-7	4	-13
O=C(CSc1nnc(-c2ccco2)n1Cc1ccccc1)NCc1ccccc1	2	-2	-1	-6	-3	-4	-10	-6	1	-5
O=C(NCC(=O)N(Cc1cccs1)C(C(=O)NC1CCCCC1)c1ccco1)c1cccs1 (stereo not given)	-2	0	7	-3	-3	-15	-4	-14	2	7
Cc1ccc(CN2CCNC(=O)C2CC(=O)N2CCN(c3ncccn3)CC2)o1 (stereo not given)	5	-6	-2	-1	-5	5	-2	-6	3	-3
COc1cccc(N2CCN(C(=O)CCS(=O)(=O)c3ccc4c(c3)oc(=O)n4C)CC2)c1	9	4	0	6	3	2	-2	-2	9	-5
Cc1cc(C(F)F)n2nc(C(=O)Nc3ccc(S(=O)(=O)N4CCCCCC4)cc3)nc2n1	-25	-3	3	8	3	0	-3	-19	1	0
O=C(c1ccc(CN2CCOCC2)cc1)N1CCN(Cc2ccccc2)CC1	-4	-5	-3	-10	1	4	-1	-10	-2	4
O=C(C1CCCCC1)N1C[C@H](n2cc(C3CC3)nn2)[C@@H](O)C[C@@H]1c1ccccc1	-4	-6	-1	0	-3	-3	-2	1	-5	-5
O=C(Nc1ccc(S(=O)(=O)Nc2cnc3ccccc3n2)cc1)c1cc(F)c(F)cc1Cl	-3	-4	0	40*	-1	-6	-4	-8	4	1
N#Cc1cc(-c2ccccc2)nc(Oc2ccccc2)n1	0	3	-2	-3	1	-6	3	-49	-1	-2
COc1ccc(NC(=O)N2CCCC(c3nc(-c4ccc(C(C)C)cc4)no3)C2)cc1 (stereo not given)	8	3	-2	0	-28	-17	-2	-44	2	-14
O=C(C1CCN(C2CCN(Cc3ccc4c(c3)CCO4)CC2)CC1)N1CCCC1	-2	0	2	-8	1	1	0	1	-2	-1
CCOC(=O)c1ccc(-c2c(C(=O)OCC)oc3cc(O)c(CC)cc3c2=O)o1	-8	-3	3	30	1	-15	0	-21	1	3
COC(=O)C1CCN(c2ccc(C(N)=O)cc2[N+](=O)[O-])CC1	-12	-2	1	3	-3	-16	-5	2	2	-3
CC(C)(C)c1cc(CN2CCOCC2)c(C(=O)O)o1	-1	8	9	-1	-5	-11	-2	2	3	-1
O=c1c(-c2ccccc2)nnc2sc(COc3ccc(Br)cc3)nn12	-1	-11	-4	4	-22	-3	2	6	-4	-3
COc1ccc(-n2cc(COC(=O)NCCc3ccccc3)nn2)cc1	0	1	1	1	-1	0	·	·	-2	7
CCC[C@H]1[C@@H](NC(=O)C(c2ccccc2)c2ccccc2)CC[C@@]23CCCN2C(=O)CCC[C@@H]13	-2	-1	-1	·	-30	-1	·	·	-5	-28
Cc1c(C(=O)NCc2ccccc2)oc2ccc(S(=O)(=O)N3CCCC3)cc12	-6	-1	-1	4	6	-3	0	-7	-2	5
CC(=O)c1ccc(NS(=O)(=O)c2cc3c(cc2C)N(C)CCO3)cc1	0	-6	-2	1	-3	-2	7	1	-3	-15
Cc1cc(C(=O)N/N=C/c2ccc(-c3ccccc3Cl)o2)n[nH]1	-8	-3	-3	7	13	0	4	-18	1	8
O=C(Nc1cccnc1)c1ccc([N+](=O)[O-])s1	6	-7	-5	3	-2	5	3	1	-1	-3
COc1ccccc1NC(=S)NC(=O)c1ccc(Cn2cc(Br)cn2)cc1	0	2	3	2	-8	-4	-4	-5	2	-9
NC(=O)C1CCN(C(=O)c2cc(S(=O)(=O)N3CCOCC3)ccc2Cl)CC1	-5	-1	0	1	1	1	4	2	-3	6
COC(=O)C1CC2=C(CCC2=O)N(c2ccccc2)C1=O (stereo not given)	2	-6	0	1	3	1	8	3	4	-2
CCC(=O)N/C(=N/c1nc(C)cc(C)n1)Nc1ccccc1	3	2	0	-5	-11	1	2	13	2	-12
COc1ccc(-c2cn(CCc3c[nH]c4ccccc34)nn2)cc1	-1	6	2	-3	0	-7	1	-11	-1	-2
Cc1ccc(CS(=O)(=O)CCC(=O)NCCCOC(C)C)cc1	4	2	0	-2	-3	-6	0	6	0	0
CCn1ncc(C2=NOC(C(=O)Nc3cccnc3)C2)c1C (stereo not given)	1	-5	-3	-1	0	6	3	-2	-2	4
COc1ccccc1-c1nnc(NC(=O)CSc2nncn2C)s1	4	6	-1	3	-2	3	1	3	3	-3
Cc1c(C(=O)NC(=S)Nc2ccc(NC(=O)c3cccs3)cc2)oc2ccccc12	0	2	3	0	-2	0	-3	-5	1	-3
COc1ccc(C(c2oc(CO)cc(=O)c2O)c2oc(CO)cc(=O)c2O)cc1OC	5	2	0	-1	1	-4	4	4	-2	-1
COc1ccc(CCNC(=O)C2CCC(=O)N(C3CCCCCC3)C2)cc1 (stereo not given)	-11	4	8	-4	2	-6	1	5	3	3

Quoted from the listing:
COc1ccc(-c2cn(CCc3c[nH]c4ccccc34)nn2)cc1 | rCAG RNA binder: -3
COc1ccc(OCCN2CCN(S(=O)(=O)c3ccccc3C(F)(F)F)CC2)cc1 | SIAE primary: 1
NC(=O)C1CCN(C(=O)c2cc(S(=O)(=O)N3CCOCC3)ccc2Cl)CC1 | SIAE primary: -5
O=C(C1CCCCC1)N1C[C@H](n2cc(C3CC3)nn2)[C@@H](O)C[C@@H]1c1ccccc1 | mABHD4 FP: -3

(more compounds)
SMILES	SIAE primary	MBD2 inh	UHRF1 binding	rCAG RNA binder	NPR1 activator	mABHD4 FP	TCR-CD3 inh	HTRA1 inhibitor	PRMT1 FP inh	NPR2 activator
Cc1sc2nc(CN3CCOCC3)nc(NS(=O)(=O)c3ccccc3)c2c1C	0	-1	2	14	2	0	-1	3	-1	4
CCOC(=O)C1CCCN(C(=O)c2cccs2)C1 (stereo not given)	-4	4	3	-3	3	8	-8	-10	3	0
OCC1(CCOc2ccccc2)CCN(Cc2ccccc2C(F)(F)F)CC1	-5	1	0	-8	-2	-4	-5	-15	-3	3
CCC1(C)Cc2c(sc3[nH]c(=S)n(Cc4ccccc4)c(=O)c23)CO1 (stereo not given)	-6	-1	-6	20	-5	10	7	14	-2	-13
O=C(c1ccccc1)C1CN(Cc2ccccc2)CCC1(O)c1ccccc1 (stereo not given)	-6	3	-1	-3	-22	-1	-1	1	4	-18
CC1CCCC(NC(=O)COC(=O)c2ccccc2NC(=O)c2ccco2)C1C (stereo not given)	-9	-3	-2	1	-9	-2	8	-10	-1	5
O=C(COC(=O)c1cccnc1)Nc1cccc2ccccc12	10	-2	0	2	-1	2	1	-3	-8	1
CC(CCc1ccccc1)NC(=O)CNC(=O)N1CC(=O)Nc2ccccc21 (stereo not given)	3	1	0	-4	0	-1	-2	-2	1	1
CCCCN1C(=S)NC[C@@H]1Cc1ccccc1	-1	8	7	3	0	-12	-7	-3	4	0
O=C(C1CC1)N1CCc2cc(Br)cc(S(=O)(=O)NCCN3CCOCC3)c21	-1	0	-1	-7	0	-3	6	-3	-1	0
O=C1C2C3C=CC(CC3)C2C(=O)N1c1ccccc1 (stereo not given)	-1	3	0	-3	8	-6	1	-4	-2	5
CC(C)N(CC#CCC1(O)c2ccccc2-c2ccccc21)CCO	7	12	28*	-5	4	2	3	-2	1	4
CC(C)NC(=S)NC(=O)c1ccc(Cl)cc1Cl	-2	0	1	-3	0	-12	-6	-1	0	5
